High-throughput results: PubChem, National Center for Advancing Translational Sciences (NCATS)
GLP1R ag: GLP-1 receptor (human) agonism; P43220; HEK293 GLP-1R CRE-luciferase, luminescence, 4-6 h; cells express a hypersensitive GLP-1R form; Potency, µM (doses to about 45.6 µM), inactives show top-dose activation, hits mostly activators; hit rate 0.007% among 380,000; AID 624172; further: potency means the concentration at half of the fitted maximal effect; % of control where 0% means no effect
D3 antag: blocks the human D3 dopamine receptor. AID 652054. D3R cells, DiscoveRx beta-arrestin luminescence, antagonist mode; active compounds read low. P35462. max response, negative = inhibition, %. hit rate 2.5% among 360,000; in the data active means max response below about -50%; inconclusive means no clear call, values can overlap the other calls; further: on the % scale 0 is the no-effect control and ±100 the full control effect; mostly tested at two doses, the higher about 12 µM
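Cells plated overnight at 1500 cells/well, then exposed to library compounds with dopamine controls for 90 minutes at 37 degrees C. DiscoveRx reagent added for 30–60 minutes at room temperature; luminescence read, quantitative HTS format.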
PLK1 PBD inh: inhibitors of human PLK1 polo-box domain binding; P53350; Plk1 PBD binding of FITC phosphopeptide, fluorescence polarization; Potency, µM, inactives show max response, negative = inhibition, usual class: inhibitors; hit rate 2.8% among 360,000; AID 720504; further: potency means the concentration at half of the fitted maximal effect; series mostly up to about 57 µM; on the % scale 0 is the no-effect control and ±100 the full control effect; nearly all actives have a fitted effect of over 65% in size
GLP1R cytotox: cytotoxicity in counter-screen for GLP-1R inverse agonists | HEK293 cAMP-luciferase reporter cells, luminescence, 24 h | Potency, µM (top dose mostly 38.3 µM), for the others: top-dose activity change, negative = inhibition, actives largely listed as inhibitors | hit rate 0.13% among 410,000 | AID 624418;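 further: loss of luciferase light is scored as toxicity; potency means the concentration at half of the fitted maximal effect; on the % scale 0 is the no-effect control and ±100 the full control effect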
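To flag toxic compounds, the library was rerun on cells for 24 hr at 37 deg C and 5% CO2. Viability-linked luminescence was captured 12 min after adding luciferase detection reagent.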
PI5P4K alpha inh: inhibitors of human PI5P4K alpha; hit rate 1.2% among 330,000; max response, %; PI5P4Kalpha enzyme, ADP-Glo luminescence, 60 min; active compounds read low; active means max response of -50% or lower; inconclusive means between -30% and -50%; inactive means -30% or higher; further: value at the top dose of about 77 µM; on the % scale 0 is the no-effect control and ±100 the full control effect
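Compounds were pin-transferred onto PI5P4Kalpha and substrate in HEPES pH 7.4 buffer with EGTA, CHAPS and 5% DMSO. ATP (5 microM final) started the reaction, which ran 60 minutes at room temperature before ADP-Glo detection.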
GLP1R inv ag: inverse agonists of human GLP-1 receptor; P43220; HEK293 GLP-1R CRE-luciferase, luminescence, 24 h; GLP-1R form is constitutively active; Potency, µM (doses to about 38.3 µM), without a hit: top-dose activity change, negative = inhibition, hits mostly inhibitors; hit rate 1.6% among 410,000; further: potency means the concentration at half of the fitted maximal effect; on the % scale 0 is the no-effect control and ±100 the full control effect; nearly all actives have a fitted effect of over 55% in size
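Seeding at 200 cells/uL, 12 h culture, 24 hr compound treatment, then luciferase reagent and a luminescence read; cells are HEK293 stably expressing a constitutively active GLP-1R plus cAMP-responsive luciferase.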
D3 ag: activates the human D3 dopamine receptor; hit rate 0.58% among 410,000; P35462; D3R DiscoveRx beta-arrestin cells, luminescence, 90 min; max activation, %; in the data active means max activation above about 30%; further: 0% is about no effect; mostly tested at two doses, the higher about 12 µM
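Cells at 1500/well, incubated overnight, then treated with pinned compounds (dopamine as control) for 90 min at 37 degrees C. DiscoveRx reagent added for 30 - 60 minutes at room temperature; luminescence read.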
IL-2 act: activates IL-2 in a cell-based reporter assay; IL-2 activation reporter assay, cell-based qHTS; stimulated with anti-CD3/CD4/CD28 beads; in transgenic mouse T cells; activation, % (series mostly up to about 46 µM); AID 652025; hit rate 0.065% among 360,000; in the data active means activation above about 50%; inconclusive means mostly about 30% to 49%; further: 0% is about no effect
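EGFP and DsRed fluorescence is measured by plate cytometry in unstimulated transgenic mouse T cells exposed to compound for 60 minutes, then stimulated 18 hours at 37 degrees C with anti-CD3/anti-CD4 beads plus anti-CD28.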
WRN inhibitor: WRN helicase (human) inhibition; Q14191; WRN helicase unwinding, fluorescent forked duplex, kinetic; Potency, µM (highest dose often 114 µM), for the others: at the top dose activity change, negative = inhibition, usual class: inhibitors; hit rate 0.46% among 360,000; further: potency means the concentration at half of the fitted maximal effect; on the % scale 0 is the no-effect control and ±100 the full control effect; nearly all actives have a fitted effect of over 55% in size
Target sequence (Q14191 whole entry, looked up): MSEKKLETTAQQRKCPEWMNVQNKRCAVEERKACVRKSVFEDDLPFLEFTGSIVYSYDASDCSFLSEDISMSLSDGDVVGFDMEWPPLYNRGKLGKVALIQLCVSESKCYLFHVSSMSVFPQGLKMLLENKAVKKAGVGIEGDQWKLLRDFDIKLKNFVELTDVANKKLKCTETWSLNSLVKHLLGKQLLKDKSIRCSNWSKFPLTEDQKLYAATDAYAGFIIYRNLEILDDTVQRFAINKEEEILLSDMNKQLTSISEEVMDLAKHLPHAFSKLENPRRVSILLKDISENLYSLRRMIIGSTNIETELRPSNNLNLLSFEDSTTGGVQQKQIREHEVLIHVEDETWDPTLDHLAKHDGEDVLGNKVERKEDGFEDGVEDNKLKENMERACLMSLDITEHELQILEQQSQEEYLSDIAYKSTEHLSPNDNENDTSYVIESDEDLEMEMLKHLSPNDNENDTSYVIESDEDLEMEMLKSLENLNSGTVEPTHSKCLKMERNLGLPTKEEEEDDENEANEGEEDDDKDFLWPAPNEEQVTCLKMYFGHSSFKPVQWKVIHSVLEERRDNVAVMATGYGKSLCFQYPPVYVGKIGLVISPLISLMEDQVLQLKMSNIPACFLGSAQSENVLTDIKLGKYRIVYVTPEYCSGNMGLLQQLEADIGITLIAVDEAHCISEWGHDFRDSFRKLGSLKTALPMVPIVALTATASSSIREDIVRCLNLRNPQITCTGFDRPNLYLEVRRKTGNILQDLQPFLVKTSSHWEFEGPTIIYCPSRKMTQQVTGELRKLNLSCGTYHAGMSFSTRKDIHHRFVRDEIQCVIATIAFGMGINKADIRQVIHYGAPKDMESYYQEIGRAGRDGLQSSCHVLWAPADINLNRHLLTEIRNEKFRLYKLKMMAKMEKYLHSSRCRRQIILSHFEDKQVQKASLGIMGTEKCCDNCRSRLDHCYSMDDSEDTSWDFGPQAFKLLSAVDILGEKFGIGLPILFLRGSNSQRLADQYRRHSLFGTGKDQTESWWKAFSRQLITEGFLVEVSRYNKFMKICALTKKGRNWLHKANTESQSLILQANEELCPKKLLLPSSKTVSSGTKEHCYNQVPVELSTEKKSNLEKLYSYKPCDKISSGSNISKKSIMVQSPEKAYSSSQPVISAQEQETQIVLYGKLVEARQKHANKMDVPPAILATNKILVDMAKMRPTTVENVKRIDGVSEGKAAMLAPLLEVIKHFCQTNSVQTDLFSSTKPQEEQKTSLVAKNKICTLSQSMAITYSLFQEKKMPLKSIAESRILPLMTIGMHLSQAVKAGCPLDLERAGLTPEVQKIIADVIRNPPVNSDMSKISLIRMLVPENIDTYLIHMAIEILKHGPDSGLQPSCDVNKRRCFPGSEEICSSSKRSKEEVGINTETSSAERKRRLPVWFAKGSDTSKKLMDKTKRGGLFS
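WRN at 20 nM final was preincubated with compound for 15 min at room temperature; reaction started with 100 nM forked duplex oligonucleotide carrying fluorophore and quencher plus 2 mM ATP (final). Unwinding followed kinetically by red fluorescence (ex 525/em 598 nm).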
Numbers without * were called inactive; ? = inconclusive; nt = no result given; [ ] = dose if it differs, or a comment. Unless noted, the call rests on the fitted dose curve; in most records, active means well fitted curve in the direction sought with a large enough effect; inconclusive means small, poorly fitted or top-dose-only effect, or another doubt; inactive means no such curve, though single readings can be large; an effect the other way counts as inactive or inconclusive.

SMILES	GLP1R ag	D3 antag	PLK1 PBD inh	GLP1R cytotox	PI5P4K alpha inh	GLP1R inv ag	D3 ag	IL-2 act	WRN inhibitor
S=C(Nc1ccccc1)N1N=CCC1c1ccccc1 (stereo not given)	12.2%	-17.0	4.3%	1.1%	nt	-4.3%	2.8	0.6	-7.9%
Clc1cc(-c2ccc(/C=N/n3cnnc3)o2)ccc1Br	5.0%	-3.6	-12.8%	6.4%	11.5	13.3%	-0.1	-2.9	-1.3%
COCCC(=O)NNS(=O)(=O)c1ccc(Cl)cc1	-0.6%	-10.7	-7.8%	-1.6%[1.53 µM]	-3.9	3.0%	-6.8	-0.6	-33.1%[57.1 µM]
CCC1CCCCN1C(=O)CSc1nnc(CNC(=O)COc2ccc(Cl)cc2)o1 (stereo not given)	-6.3%	39.5	-18.7%	-12.1%	1.4	?	0.8	0.5	7.7%
Cc1cc2[nH]c(=O)c(=O)[nH]c2cc1S(=O)(=O)Nc1cccc(C)c1C	-2.7%	0.4	-3.8%	0.6%	6.3	2.5%	-5.3	2.0	-9.6%
O=C(O)c1ccc(Nc2ccc(Cl)c(Cl)c2)c([N+](=O)[O-])c1	-1.8%	-20.2	-6.3%	-7.1%	-52.3*	-18.6%	3.5	-2.6	-9.3%
Cc1ccc(NC(=S)Nc2c(C)n(C)n(-c3ccccc3)c2=O)cc1	5.3%	-3.1	-0.6%	-7.5%	9.6	9.9%	-6.3	1.8	-9.0%
Cc1ccc(OCC(=O)N/N=C2/SCC(=O)N2Cc2ccccc2)cc1	-1.4%	-22.0	0.0%	-3.8%	-3.5	-1.7%	4.0	-0.3	-18.9%
Cc1ccc(C2C(=O)N(C3CCC(C)CC3)CC(=O)N2C2CC2)cc1 (stereo not given)	-0.5%	13.7	-11.6%	1.0%	-1.0	2.1%	5.7	0.6	3.9%
O=C(COc1cccc(Cl)c1)Nc1ccc(N2CCOCC2)cc1	-5.2%	-8.9	-1.0%	1.1%	2.4	32.0%[activator]	7.1	0.1	0.8%
COc1ccc(CC(=O)c2c(O)cc(O)cc2O)cc1OC	-8.0%	10.6	-1.6%	-2.8%	nt	15.5%	5.1	-0.5	-10.5%
Cc1ccc(NC(=O)c2nc[nH]c2C(=O)N[C@@H](C)c2ccccc2)cc1	9.2%	1.0	-1.6%	2.7%	44.2	?	-2.1	-0.1	-6.6%
COc1cccc(C(=O)NCC2CCCN(C(=O)Cc3cccc(C)c3)C2)c1OC (stereo not given)	3.4%	11.0	-2.2%	-7.3%	-8.8	-12.3%	1.3	-1.3	14.4%
Cc1cc(-n2c(=S)sc3c(=O)n(-c4ccc(F)cc4)c(SCC(=O)O)nc32)ccc1Cl	-3.4%	5.5	-17.5%	-5.0%	-24.4	?	-4.3	2.7	-17.0%[57.1 µM]
Cc1nc2cc(NC(=O)Nc3cccc([N+](=O)[O-])c3)ccc2n1C	-1.2%	?	-11.8%	1.9%	2.6	-4.6%	-21.2	0.1	-27.4%

The final four records of the section before lead into the next:
SMILES	GLP1R ag	D3 antag	PLK1 PBD inh	GLP1R cytotox	PI5P4K alpha inh	GLP1R inv ag	D3 ag	IL-2 act	WRN inhibitor
Cc1ccc(NC(=O)c2nc[nH]c2C(=O)N[C@@H](C)c2ccccc2)cc1	9.2%	1.0	-1.6%	2.7%	44.2	?	-2.1	-0.1	-6.6%
COc1cccc(C(=O)NCC2CCCN(C(=O)Cc3cccc(C)c3)C2)c1OC (stereo not given)	3.4%	11.0	-2.2%	-7.3%	-8.8	-12.3%	1.3	-1.3	14.4%
Cc1cc(-n2c(=S)sc3c(=O)n(-c4ccc(F)cc4)c(SCC(=O)O)nc32)ccc1Cl	-3.4%	5.5	-17.5%	-5.0%	-24.4	?	-4.3	2.7	-17.0%[57.1 µM]
Cc1nc2cc(NC(=O)Nc3cccc([N+](=O)[O-])c3)ccc2n1C	-1.2%	?	-11.8%	1.9%	2.6	-4.6%	-21.2	0.1	-27.4%
COc1ccc(/C=N/NC(=O)CNc2n[nH]c(=O)[nH]c2=O)cc1OC	-1.3%	0.0	-11.2%	30.8%	-13.8	21.2%	0.6	-2.3	-13.2%
CCOC(=O)N1CCN(C(=O)CNC(=O)c2ccc(Cl)cc2)CC1	-8.1%	-6.5	-5.8%	18.5%	1.5	30.5%[activator]	0.1	1.2	-20.0%
CC(=O)Nc1cccc(-c2csc(Nc3cc(C)ccn3)n2)c1	-2.1%	-5.4	-11.8%	-9.5%	nt	106.6%[activator]	-0.2	-0.1	-9.2%
CC(=O)/C(=C\N(C)C)Sc1ccc(C)cc1	-4.8%	1.0	-10.4%	-28.8%	3.5	-15.9%	-1.0	2.5	0.6%
c1csc(-c2ccc3ccccc3n2)c1	?	20.8	-2.6%	2.4%	9.3	14.7%	10.8	1.2	-7.5%
CCN1CCCC1CNC(=O)C(=O)NC(C)c1ccccc1 (stereo not given)	-0.3%	9.1	0.5%	-18.8%	-3.0	?	0.7	0.0	1.7%
CC(=O)Nc1ccc(OCC(O)Cn2c(CO)nc3ccccc32)cc1 (stereo not given)	-0.4%	4.3	4.0%	-10.2%	-2.7	10.3%	-0.1	1.8	3.5%
O=C(c1ccco1)N1N=C(c2ccc3nccnc3c2)CC1c1ccccc1 (stereo not given)	23.1%	12.9	4.6%	-33.9%	0.4	7.1%	0.3	0.0	-0.4%
O=C(Cc1ccccc1)N/N=C/c1ccc([N+](=O)[O-])s1	19.0%	0.0	-9.6%	12.4%	-1.5	-18.5%	-14.4	0.0	-10.9%
CCOC(=O)c1c(NC(=O)CN2C(=O)NC3(CCCCCC3)C2=O)sc(C)c1-c1ccc(C)cc1	12.0%	-24.8	-10.6%	-6.0%	17.2	?	-2.0	-0.3	1.6%
CC(=O)CCc1c(C)nc2ccc(C(=O)O)cc2c1Cl	0.2%	28.6	-13.3%	21.7%	2.4	5.0%	3.1	-1.4	-8.5%[11.6 µM]
Cn1ncc(Br)c1C(=O)NC1CCCCCCC1	1.3%	7.3	-7.5%	-4.9%	0.8	?	6.5	-3.1	0.8%
Cc1csc(NC(=O)c2cc(=O)[nH]c3ccc(S(=O)(=O)N4CCOCC4)cc23)n1	-3.3%	-0.8	-2.2%	316.7%[activator]	4.0	6.7%	1.9	-0.6	-10.6%
CC(C)[C@H](NC(=O)[C@H](Cc1ccccc1)n1c(=O)[nH]c2ccccc2c1=O)C(=O)N[C@@H](Cc1ccccc1)C(=O)O	3.8%	0.6	-1.5%	-5.8%	7.0	-5.6%	0.6	-0.3	7.8%
CC1CC(C)CN(C(=O)C(NS(=O)(=O)c2ccc3c(c2)oc(=O)n3C)C(C)C)C1 (stereo not given)	-2.1%	14.7	-10.6%	-24.8%	0.8	-7.2%	-2.1	1.2	4.8%
O=C(NNc1ccccc1F)C1CCC1	-10.1%	-6.4	-19.4%	-4.0%	7.5	?	-0.8	0.5	-27.6%
O=C(O)COc1c(Cl)cc(/C=C2\NC(=O)NC2=O)cc1Br	0.5%	5.6	-5.8%	0.4%	?	2.3%	1.0	2.2	-11.6%
Cc1ccc(NC(=O)CSc2ncccn2)cc1F	5.7%	17.6	3.6%	0.3%	-1.4	9.7%	1.9	3.7	-4.1%
CC1(C)C(C(N)=O)C(=O)NC(=O)C1C(N)=O (stereo not given)	1.3%	7.0	2.6%	2.0%	3.1	9.9%	-3.8	-3.9	-3.5%
Cc1ccc(-c2nc(CN(C)C3CCOC3)c(C)o2)s1 (stereo not given)	-0.1%	1.8	-0.1%	-2.9%	-2.0	12.5%	-7.5	-0.5	-2.5%
COCc1c(C(=O)N(C)Cc2ccccc2N2CCCC2)oc2ccccc12	8.8%	15.9	-7.3%	-3.6%	-2.7	?	-3.2	-0.5	-16.2%
COCCn1c(-c2ccc(OC(F)(F)C(F)C(F)(F)F)cc2)nc2c1c(=O)[nH]c(=O)n2CC(C)C (stereo not given)	1.1%	-7.1	3.6%	-1.8%	-9.3	?	3.1	-0.4	-10.3%
O=S(=O)(NOCc1ccc(Cl)cc1)c1ccc(Cl)cc1	6.2%	-3.2	-7.6%	-21.2%	18.0	?	-3.3	-2.2	-10.6%
O=C(CN(Cc1ccccc1Cl)C(=O)CN1C(=O)CSc2ccccc21)NC1CC1	7.3%	8.9	-14.0%	1.6%	-9.6	-12.9%	-23.4	-1.1	-0.8%
CC(Oc1ccc2c(-c3ccccc3)cc(=O)oc2c1)C(=O)NCCCn1ccnc1 (stereo not given)	20.0%	-14.4	-7.7%	13.0%	-2.2	?	-4.2	-0.8	0.7%
Nc1cc(Cl)nc(N/N=C/c2ccc([N+](=O)[O-])cc2)n1	-1.1%	-2.8	-7.7%	-19.5%	-17.2	15.1%	-3.2	-1.1	-15.9%
CCCCCCCCCCCCCCCC(=O)NCCc1c[nH]c2ccccc12	-1.5%	0.0	-5.7%	-5.2%	5.0	5.5%	8.9	0.1	8.6%
CCOc1ccc(-n2cnnn2)cc1S(=O)(=O)N1CCC(C)CC1C (stereo not given)	31.8%	14.2	-1.7%	-2.8%	6.3	0.0%	-3.9	0.0	7.8%
CCC(C(=O)NC(C)(C)C)N(C(=O)Cn1nnc(-c2ccccc2F)n1)c1cnc2ccccc2c1 (stereo not given)	7.1%	-2.3	-6.9%	0.4%	-0.5	-23.8%	-4.1	-2.6	-9.2%
CCC(C(=O)NCc1cccnc1)n1nc(C)n2c(cc3occc32)c1=O (stereo not given)	14.2%	8.4	0.6%	-6.7%	3.8	-3.5%	4.3	-1.4	2.1%
Oc1ccc(/C=C/c2ccc3cccc(O)c3n2)cc1Br	0.6%	-8.7	46.9%[activator]	201.9%[activator]	1.1	10µM*	-3.1	4.1	6.8%
CCCCCCCCCCOC(=O)Cn1c(COc2ccc(C)cc2)[n+](C)c2ccccc21	10.4%	-18.7	-18.7%	?	1.3	?	-9.8	-0.5	-5.2%
COc1ccc(OCC(=O)OCC(=O)NCc2ccco2)cc1	2.0%	-9.5	-9.5%	1.3%	1.0	8.9%	-1.2	-1.0	-7.6%
